TAAR1 ag: human TAAR1 agonism; Q96RJ0; CHO RD-HGA16 TAAR1, Fluo-8 calcium fluorescence; vehicle wells 0%, saturating PEA agonist 100%; activation, % at 3 µM; actives 0.99% (n = 360,000);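 active means activation above the mean activation of all test compounds in the run plus 3 SD, cut at about 38% in these data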
Target sequence (Q96RJ0 whole entry, looked up): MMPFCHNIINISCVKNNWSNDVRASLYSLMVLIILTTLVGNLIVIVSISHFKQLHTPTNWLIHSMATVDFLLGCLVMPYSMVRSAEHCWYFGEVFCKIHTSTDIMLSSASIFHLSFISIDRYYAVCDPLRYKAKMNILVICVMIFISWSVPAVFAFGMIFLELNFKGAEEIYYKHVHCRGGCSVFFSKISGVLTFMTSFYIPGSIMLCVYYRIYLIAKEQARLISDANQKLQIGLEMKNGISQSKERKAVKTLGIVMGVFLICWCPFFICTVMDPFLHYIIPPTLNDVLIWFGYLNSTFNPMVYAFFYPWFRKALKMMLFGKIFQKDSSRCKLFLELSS
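Test system: RD-HGA16 (CHO) cells co-expressing Gα16 and hTAAR1 | Doses: Single dose, 3 µM | Schedule: 17-24 h seeding, 75 min 37 °C dye, 30 min RT | Evaluation: % activation from peak over basal fluorescence ratio, DMSO-to-PEA scaled | Technique: Kinetic Fluo-8 calcium fluorescence | Benchmarks: Low control DMSO, high control PEA (EC100)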
CHRM1 agonist: activates human CHRM1 receptor; actives 0.33% (n = 360,000); CHO-K1 hM1, Fluo-8 calcium fluorescence, agonist mode; 0% DMSO, 100% acetylcholine EC100; P11229; activation, % at 3 µM;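 active means activation above the run's mean compound activation plus 3 SD, cut at about 16% in these data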;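 further: peak over basal fluorescence ratio within a 140 s kinetic read after compound addition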
OXTR potentiate: potentiates the human oxytocin receptor response | P30559 | CHO-OTR cells, Fluo-8 calcium fluorescence, potentiator mode; 0% = oxytocin EC15, 100% = EC100 | activation, % at 3 µM | actives 0.061% (n = 320,000) | AID 2445;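 active means activation above that plate's cutoff, the mean activation of tested compounds plus 3 SD, cut at about 6.6% in these data, passing the limit was not always enough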;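 further: 100% uses oxytocin at 75 nM as the full agonist control; some results filed as inactive read as strong as hits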
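System: human OTR in CHO cells / Also added: sub-maximal oxytocin, roughly EC15 / Control set: EC15 oxytocin low, 75 nM oxytocin high / Schedule: 6 min compound pre-incubation at room temperature, 100 s kinetic read / Compound: single-point 3.0 µM / Replication: singlicate / Technique: Fluo-8 calcium dye fluorescence / Read-out basis: % activation of max/min ratio relative to oxytocin controls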
M1 ag parental: nonselective activator or artifact in parental CHO-K1 cells; AID 602248; actives 0.48% (n = 360,000); activation, % at 3 µM; Fluo-8 calcium fluorescence; scaled to maximal ATP response, vehicle zero; in the data active means activation above about 15%;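 further: untransfected CHO-K1 host cells lacking M1 receptor as counterscreen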
CHO parental Ca: counter-screen: ATP calcium response change in parental CHO cells; parental CHO-K1, ATP-induced calcium, Fluo-8 fluorescence; inhibition, % at 5.6 µM; actives 0.63% (n = 330,000);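 active means inhibition above that plate's mean sample inhibition plus 3 SD, cut at about 26% in these data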;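 further: 0% = ATP-challenged DMSO wells and 100% = DMSO wells without ATP; some compounds past the cut are filed as inactive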
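Assay system – parental CHO cells · Reagent – ATP stimulus · Detection – intracellular calcium via Fluo-8 no-wash fluorescent dye · Evaluation – percent inhibition of ATP-evoked calcium rise, normalized to controls · Controls – ATP wells versus no-ATP DMSO wells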
TAAR1 antag: antagonists of human TAAR1. CHO RD-HGA16 TAAR1, Fluo-8 calcium fluorescence, antagonist. inhibition, % at 3 µM. actives 1.5% (n = 360,000);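 active means inhibition above a per-plate cutoff, the mean inhibition of test compounds on that plate plus 3 SD, cut at about 49% in these data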;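 further: 0% = DMSO plus EC80 beta-PEA response and 100% = DMSO alone without agonist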
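Test system: CHO RD-HGA16 cells bearing hTAAR1 | Reagent: β-PEA, EC80 | Compound dosing: 3 µM, single point | Schedule: Dye loading 75 min at 37 °C, then 30 min room temperature | Signal: Calcium fluorescence with Fluo-8 | Evaluation: Percent inhibition of PEA-evoked calcium signal, max/basal emission ratio | Control set: DMSO-only wells and EC80 β-PEA-stimulated wells | Repeats: Singlicate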
CHO-K1 Ca antag: nonselective inhibitor or artifact in parental CHO-K1 cells; ATP-induced calcium, Fluo-8 fluorescence; inhibition, % at 3 µM; actives 0.6% (n = 360,000); AID 602250;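 active means inhibition above a per-plate cutoff, the plate's mean sample inhibition plus 3 SD, cut at about 24% in these data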;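 further: 0% = DMSO plus EC80 ATP and 100% = DMSO alone without ATP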
V1aR counter: V1a receptor agonism, counter-screen for OXTR agonists; P37288; CHO-V1R cells, Fluo-8 calcium fluorescence, agonist mode; 0% DMSO, 100% 3 nM vasopressin; activation, % at 3 µM; actives 0.25% (n = 320,000); AID 2797;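 active means activation above the mean activation of all tested compounds plus 3 SD, per screening run, cut at about 20% in these data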;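 further: signal is peak over basal fluorescence ratio across a 100 second FLIPR read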
Target sequence (P37288 whole entry, looked up): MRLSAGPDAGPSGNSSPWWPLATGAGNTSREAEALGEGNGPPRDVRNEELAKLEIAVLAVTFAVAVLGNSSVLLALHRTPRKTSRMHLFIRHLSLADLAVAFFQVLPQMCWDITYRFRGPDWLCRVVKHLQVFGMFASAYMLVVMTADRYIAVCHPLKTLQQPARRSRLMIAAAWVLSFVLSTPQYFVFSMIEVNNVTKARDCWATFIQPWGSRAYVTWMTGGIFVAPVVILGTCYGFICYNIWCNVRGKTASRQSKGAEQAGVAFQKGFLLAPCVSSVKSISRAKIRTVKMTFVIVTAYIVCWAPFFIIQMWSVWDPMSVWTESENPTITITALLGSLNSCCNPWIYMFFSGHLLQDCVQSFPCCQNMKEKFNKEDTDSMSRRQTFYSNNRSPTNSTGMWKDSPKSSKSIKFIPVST
CHO-K1 Ca PAM: counter-screen for M1 PAMs: effect in parental CHO-K1 cells; actives 0.02% (n = 360,000); activation, % at 3 µM; AID 602247; ATP EC20, Fluo-8 calcium fluorescence; 0% at ATP EC20, 100% at ATP max;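 active means activation above the run cutoff, the mean activation of all test compounds plus 3 SD, cut at about 40% in these data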;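 further: peak over basal fluorescence ratio in a 140 s read after ATP addition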
* marks the source's active call; other numbers are inactive results; . = no result given.

SMILES | TAAR1 ag | CHRM1 agonist | OXTR potentiate | M1 ag parental | CHO parental Ca | TAAR1 antag | CHO-K1 Ca antag | V1aR counter | CHO-K1 Ca PAM
Fc1ccc(NC(=S)NCCN2CCOCC2)c(F)c1F | 1 | -5 | -2 | 1.7 | 3 | -17 | -22 | -0.3 | 24
O=C(Oc1cccc(Oc2ccccc2)c1)N1CCOCC1 | -2 | -3 | 3 | 0.9 | -7 | -4 | 15 | -0.1 | -11
Cc1nnsc1C(=O)N1CCCC(C)(C(=O)NS(=O)(=O)C2CC2)C1 (configuration not stated) | 0 | 1 | . | 0.1 | . | 0 | 7 | . | -11
O=C(Nc1cccc(S(=O)(=O)N2CCOCC2)c1)c1cccc(S(=O)(=O)N2CCCCC2)c1 | 5 | -5 | . | 1.9 | . | -2 | -7 | . | -2
CC(NC(=O)c1ccccc1Cl)c1ccc(-n2ccnc2)cc1 (configuration not stated) | 2 | -6 | -13 | 1.1 | 7 | -27 | -5 | -0.7 | 5
O=C(N=c1ccn(-c2nc3ccccc3nc2NS(=O)(=O)c2ccccc2)cc1)c1cccs1 | 3 | 1 | -2 | -0.2 | 4 | -1 | -5 | 0.5 | 22
O=C(c1cc(S(=O)(=O)N2CCOCC2)ccc1F)N(Cc1nnc(-c2ccccc2Cl)o1)C1CC1 | 5 | -2 | -9 | 8.7 | -7 | 3 | 12 | 5.4 | -18
COc1ccccc1CNC(=O)CS(=O)Cc1nc(-c2ccc(OC)c(OC)c2)oc1C (configuration not stated) | 0 | -2 | -4 | 1.5 | -16 | -8 | 0 | -0.1 | -1
COc1ccc2c(c1)c(C(C)=O)c(C)n2-c1ccc(C(C)=O)cc1 | 0 | -5 | . | 0.4 | . | -4 | -13 | . | -1
CCCCNc1c(NC(C)=O)c(=O)oc2ccccc12 | 14 | -6 | -14 | 0.6 | 3 | -8 | -9 | -0.4 | 15
O=C1CN(C(=O)CNCc2ccccc2Cl)c2ccccc2N1 | 4 | -4 | -2 | 1.2 | -12 | -50 | -2 | 0.4 | 14
O=C(CC(Nc1ccccc1)c1ccc(F)cc1)c1ccccc1 (configuration not stated) | -2 | -9 | -8 | 0.0 | -33 | -4 | -6 | -1.8 | 17
CC(C)CC(CC(C)C)=NNC(=O)c1ccc(CSc2nncn2C)cc1 | 1 | -5 | -9 | 2.3 | -6 | 3 | -14 | -0.2 | 14
[N-]=[N+]=NC[C@H](c1ccccc1)N1CCN(Cc2ccccc2)CCC1=O | 0 | -13 | -7 | -0.2 | -15 | -3 | -6 | -0.2 | 10
CCn1c(=O)n(CC(=O)NCc2ccccc2OC)c(=O)c2ccccc21 | 3 | -1 | -17 | 0.5 | -1 | -14 | -15 | 0.6 | 13
CC(=O)N1CCN(C(=O)c2ccc(NS(=O)(=O)c3ccc(Cl)c(Cl)c3)cc2)CC1 | 0 | -5 | . | 0.1 | . | -6 | 4 | . | 10
CNC(=O)CSc1nnc(C2CC2)n1-c1ccccc1 | 4 | -2 | -16 | -0.1 | -6 | -14 | -11 | 0.8 | 15
O=C(COc1cccnc1[N+](=O)[O-])c1ccc(Cl)s1 | 0 | -2 | -2 | 0.2 | 12 | -19 | -4 | -0.9 | 6
CC12C(=O)N(c3cccc4cccnc34)C(=O)C1C1C=CC2C1 (configuration not stated) | 0 | 1 | -7 | -0.1 | 4 | -7 | -4 | 0.0 | 6
Cc1ccc(NC(=O)CSc2nnc3ccccn23)c(Cl)c1 | 0 | -7 | . | 0.5 | . | -13 | -9 | . | 20
Fc1ccc(Cn2nnnc2C(c2ccc(Cl)cc2)N2CCSCC2)cc1 (configuration not stated) | 1 | -3 | -14 | 0.3 | 2 | -10 | -7 | -0.2 | 11
c1ccc(-c2csc3ncnc(-n4cnc5ccccc54)c23)cc1 | 7 | -4 | -7 | 0.0 | -24 | -31 | -12 | -1.4 | 23
Cc1ccc(/C=N\NC(=O)COc2ccc(C)cc2[N+](=O)[O-])cc1 | 2 | -4 | -1 | 0.4 | -13 | -14 | -4 | -0.9 | 5
CCc1ccc2c(c1)CCCN2C(=O)c1ccccc1C(=O)O | 5 | -6 | -2 | 0.9 | -3 | 10 | -8 | -0.4 | 21
CCOc1ccc(NC(=O)c2c[nH]n3c(=O)cc(C4CCN(C(=O)OC(C)(C)C)CC4)nc23)cc1 | -1 | 2 | 3 | 1.1 | -8 | -18 | -2 | 0.3 | 6
CC(C)C(=O)Nc1cccc(-c2cn3ccccc3n2)c1 | 2 | -5 | -5 | -0.1 | -6 | -19 | -9 | 0.3 | 20
O=C(COC(=O)c1cccs1)c1ccc2ccccc2c1 | 1 | -2 | -13 | -0.1 | 20 | 13 | 2 | 3.1 | -3
CCOc1ccc(NS(=O)(=O)c2ccc(Cl)c(N=Nc3c(O)[nH]c(=S)[nH]c3=O)c2)cc1Br | 6 | 4 | . | 0.7 | . | -19 | 7 | . | 4
Oc1cc2ccccc2cc1-c1nnc2n1-c1ccccc1SC2 | 5 | -3 | -10 | 1.1 | -16 | -8 | -20 | 1.3 | 25
COc1cccc(/C=N/Nc2nccnc2Cl)c1O | 0 | -6 | . | 0.6 | . | 19 | 3 | . | 11
Cc1ccc(NC(=O)C2CCN(C(=O)c3cccs3)CC2)cc1 | -4 | -3 | -8 | 0.1 | -10 | -7 | 1 | 0.9 | 4
O=C(CCN1CCN(c2ccc(F)cc2)CC1)Nc1ccccc1F | 7 | -4 | -8 | -0.3 | -8 | -12 | 19 | -0.1 | -7
CCOC(=O)c1c(/N=C/C2=C(O)CC(C)(C)CC2=O)sc2c1CCCC2 | 0 | -5 | -2 | 0.6 | -9 | -4 | -10 | -0.3 | 17
CCN1C(=O)[C@H]2[C@@H](c3ccc(C(F)(F)F)cc3)N[C@]3(CCCN(Cc4ccc(Br)cc4)C3=O)[C@H]2C1=O | 0 | -5 | . | -0.4 | . | -39 | 4 | . | -2
CCc1cccc(NC(=O)C2CCCN2S(=O)(=O)c2ccc3c(c2)CC(C)N3C(C)=O)c1 (configuration not stated) | 0 | -6 | -13 | -0.3 | -20 | 8 | -5 | 2.8 | 5
O=C1N(Cc2ccccc2)c2ccccc2C12OCCO2 | 0 | 6 | -9 | 0.3 | -4 | 3 | -2 | 0.1 | 10
Cc1ccc(C)c(NC(=S)N2CCC(C(=O)c3ccc(F)cc3)CC2)c1 | 0 | -4 | . | 1.5 | . | -4 | -16 | . | 18
O=C1Nc2ccc(S(=O)(=O)NCC3CCCO3)c3cccc1c23 (configuration not stated) | 9 | -6 | -11 | 0.8 | -8 | 5 | -4 | 0.2 | -1
Cc1noc(C)c1C(=O)Nc1ccccn1 | 0 | -4 | -5 | 0.2 | -3 | -3 | -11 | 1.3 | 22
O=C(CC[C@H]1O[C@@H](n2ccc(=O)[nH]c2=O)[C@H](O)[C@@H]1O)N[C@H](Cc1ccccc1)C(=O)NCC1CCCCC1 | 0 | -7 | . | -0.3 | . | 1 | 13 | . | -6

Overlap with the part before: two entries; new compounds follow.
SMILES | TAAR1 ag | CHRM1 agonist | OXTR potentiate | M1 ag parental | CHO parental Ca | TAAR1 antag | CHO-K1 Ca antag | V1aR counter | CHO-K1 Ca PAM
Cc1noc(C)c1C(=O)Nc1ccccn1 | 0 | -4 | -5 | 0.2 | -3 | -3 | -11 | 1.3 | 22
O=C(CC[C@H]1O[C@@H](n2ccc(=O)[nH]c2=O)[C@H](O)[C@@H]1O)N[C@H](Cc1ccccc1)C(=O)NCC1CCCCC1 | 0 | -7 | . | -0.3 | . | 1 | 13 | . | -6
OC(CN1CCC(Cc2ccccc2)CC1)c1ccccc1 (configuration not stated) | 1 | -10 | -5 | 2.7 | -18 | 8 | -13 | 2.2 | 12
CC(=O)N1N=C(c2c(-c3ccccc3)c3cc(C)ccc3[nH]c2=O)CC1c1ccco1 (configuration not stated) | 21 | -1 | -18 | 1.6 | -27 | -8 | -9 | -0.2 | 17
c1ccc(CN=C2NN=C(c3ccccc3)CS2)cc1 | 0 | -1 | -3 | 0.2 | -11 | -16 | 7 | 2.9 | -5
c1ccc(CCc2nn3c(C4COc5ccccc5O4)nnc3s2)cc1 (configuration not stated) | 8 | -2 | -1 | 1.4 | -26 | 12 | -19 | -1.0 | 22

Single records (already shown). Values in the order: TAAR1 ag | CHRM1 agonist | OXTR potentiate | M1 ag parental | CHO parental Ca | TAAR1 antag | CHO-K1 Ca antag | V1aR counter | CHO-K1 Ca PAM
Cc1noc(C)c1C(=O)Nc1ccccn1 is listed with 0 | -4 | -5 | 0.2 | -3 | -3 | -11 | 1.3 | 22
[N-]=[N+]=NC[C@H](c1ccccc1)N1CCN(Cc2ccccc2)CCC1=O is listed with 0 | -13 | -7 | -0.2 | -15 | -3 | -6 | -0.2 | 10
CC12C(=O)N(c3cccc4cccnc34)C(=O)C1C1C=CC2C1 (configuration not stated) is listed with 0 | 1 | -7 | -0.1 | 4 | -7 | -4 | 0.0 | 6
O=C(CCN1CCN(c2ccc(F)cc2)CC1)Nc1ccccc1F is listed with 7 | -4 | -8 | -0.3 | -8 | -12 | 19 | -0.1 | -7
Fc1ccc(Cn2nnnc2C(c2ccc(Cl)cc2)N2CCSCC2)cc1 (configuration not stated) is listed with 1 | -3 | -14 | 0.3 | 2 | -10 | -7 | -0.2 | 11

Assay outcomes (PubChem BioAssay)
